# Screening data as filed in PubChem BioAssay.
# CHRM1 agonist: human M1 muscarinic receptor agonism; CHO-K1 hM1, Fluo-8 calcium fluorescence, agonist mode; 0% DMSO, 100% acetylcholine EC100; activation, % at 3 µM; actives 0.33% (n = 360,000); AID 588814;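 active = activation above the run's mean compound activation plus 3 SD, cut at about 16% in these data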;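 also: peak over basal fluorescence ratio within a 140 s kinetic read after compound addition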
# Target sequence (P11229 whole entry, looked up): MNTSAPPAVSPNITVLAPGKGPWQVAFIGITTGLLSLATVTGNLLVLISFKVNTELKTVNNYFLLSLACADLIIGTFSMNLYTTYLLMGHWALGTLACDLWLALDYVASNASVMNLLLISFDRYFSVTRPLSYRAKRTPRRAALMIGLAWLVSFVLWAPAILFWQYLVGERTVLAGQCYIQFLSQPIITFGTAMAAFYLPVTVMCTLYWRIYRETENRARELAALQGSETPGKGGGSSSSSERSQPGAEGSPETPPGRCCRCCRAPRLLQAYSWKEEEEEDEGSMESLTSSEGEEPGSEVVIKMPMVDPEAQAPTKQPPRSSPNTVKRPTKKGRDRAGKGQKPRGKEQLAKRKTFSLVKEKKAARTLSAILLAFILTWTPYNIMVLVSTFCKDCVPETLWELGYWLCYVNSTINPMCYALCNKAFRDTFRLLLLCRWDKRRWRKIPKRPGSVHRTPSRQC
# CHRM1 PAM: human CHRM1 positive allosteric modulation. AID 588819. P11229. activation, % at 3 µM. actives 0.088% (n = 360,000). CHO-K1 hM1, Fluo-8 calcium fluorescence, ACh EC20; 0% = ACh EC20, 100% = maximal ACh; in the data active = activation above about 19%, passing the limit was not always enough
# CHRM1 antagonist: human CHRM1 antagonism | P11229 | CHO-K1 hM1, Fluo-8 calcium fluorescence, ACh EC80 antagonist | inhibition, % at 3 µM | actives 1.3% (n = 360,000) | AID 588852;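 active = percent inhibition above its own plate's cutoff, namely the mean of that plate's compound wells plus 3 SD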;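 also: peak over basal fluorescence ratio during 140 s after agonist addition; 0% = ACh EC80 plus DMSO and 100% = DMSO alone without agonist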
# TAAR1 antag: antagonists of human TAAR1; inhibition, % at 3 µM; actives 1.5% (n = 360,000); CHO RD-HGA16 TAAR1, Fluo-8 calcium fluorescence, antagonist;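 active = inhibition above a per-plate cutoff, the mean inhibition of test compounds on that plate plus 3 SD, cut at about 49% in these data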;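 also: 0% = DMSO plus EC80 beta-PEA response and 100% = DMSO alone without agonist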
# Target sequence (Q96RJ0 whole entry, looked up): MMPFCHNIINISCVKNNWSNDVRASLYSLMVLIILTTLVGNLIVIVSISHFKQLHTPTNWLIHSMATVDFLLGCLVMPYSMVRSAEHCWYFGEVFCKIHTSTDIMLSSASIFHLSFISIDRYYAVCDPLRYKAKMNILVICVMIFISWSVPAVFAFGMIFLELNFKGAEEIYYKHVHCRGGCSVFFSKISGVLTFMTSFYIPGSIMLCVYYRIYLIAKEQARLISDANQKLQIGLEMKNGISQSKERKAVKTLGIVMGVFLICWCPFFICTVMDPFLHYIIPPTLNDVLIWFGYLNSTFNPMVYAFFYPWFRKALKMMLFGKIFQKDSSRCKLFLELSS
#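 Material: RD-HGA16 CHO cells with stable hTAAR1 and Gα16; Dosing: single nominal final test compound concentration of 3 µM; Schedule: seeding 17-24 h prior, 75-min 37 °C, 30-min RT dye loading; Detection: kinetic Fluo-8 calcium fluorescence measurement; Measure: % inhibition from peak post-agonist over basal fluorescence ratio; Benchmarks: vehicle and agonist controls.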
# CHO parental Ca: signal in parental CHO cells, OX1R antagonist counter-screen; actives 0.63% (n = 330,000); parental CHO-K1, ATP-induced calcium, Fluo-8 fluorescence; inhibition, % at 5.6 µM; AID 463079;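 active = inhibition above that plate's mean sample inhibition plus 3 SD, cut at about 26% in these data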;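 also: 0% = ATP-challenged DMSO wells and 100% = DMSO wells without ATP; some compounds past the cut are filed as inactive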
#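 material = parental CHO cells | also added = ATP as calcium-mobilizing challenge | dosing = single point at 5.6 µM | detection = intracellular calcium via Fluo-8 no-wash fluorescent dye | read-out = % inhibition | benchmarks = low control ATP plus DMSO, high control DMSO only | repeats = one well per compound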
# TAAR1 ag: agonists of human TAAR1. Q96RJ0. CHO RD-HGA16 TAAR1, Fluo-8 calcium fluorescence; vehicle wells 0%, saturating PEA agonist 100%. activation, % at 3 µM. actives 0.99% (n = 360,000);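 active = activation above the mean activation of all test compounds in the run plus 3 SD, cut at about 38% in these data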
#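 System: CHO RD-HGA16 cells carrying human TAAR1 plus Gα16; Incubation: 17-24 h seeding, 75 min 37 °C dye, 30 min RT; Measured by: Fluo-8 fluorescence, 5 s baseline then 140 s kinetic read; Control set: DMSO and PEA EC100; Replication: single well for each compound.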
# OXTR potentiator: potentiates the human oxytocin receptor response. P30559. CHO-OTR cells, Fluo-8 calcium fluorescence, potentiator mode; 0% = oxytocin EC15, 100% = EC100. activation, % at 3 µM. actives 0.061% (n = 320,000);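 active = activation above that plate's cutoff, the mean activation of tested compounds plus 3 SD, cut at about 6.6% in these data, passing the limit was not always enough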;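 also: 100% uses oxytocin at 75 nM as the full agonist control; some results filed as inactive read as strong as hits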
#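 Assay system: CHO cell line stably expressing human OTR. Reagent: EC15 oxytocin agonist. Dosing: single dose, 3.0 µM nominal final compound concentration. Timing: compound 6 min at room temperature before oxytocin, 100 s read. Signal: kinetic Fluo-8 calcium fluorescence. Controls: oxytocin EC15 low and EC100 high.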
# V1R ag counter: counter-screen for oxytocin receptor agonists: human V1a receptor agonists. actives 0.25% (n = 320,000). P37288. activation, % at 3 µM. CHO-V1R cells, Fluo-8 calcium fluorescence, agonist mode; 0% DMSO, 100% 3 nM vasopressin;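 active = activation above the mean activation of all tested compounds plus 3 SD, per screening run, cut at about 20% in these data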;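 also: signal is peak over basal fluorescence ratio across a 100 second FLIPR read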
# OXTR ag: human OXTR agonism. CHO-OTR cells, Fluo-8 calcium fluorescence; normalized: DMSO 0%, oxytocin 100%. activation, % at 3 µM. actives 0.32% (n = 320,000). AID 2435;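 active = activation above the mean of all tested compounds plus 3 SD, cutoff set per screening run, cut at about 20% in these data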;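 also: peak over basal fluorescence ratio from a 100 s FLIPR kinetic read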
# * hit, by the source's call; nt = not tested or not shown.
SMILES,CHRM1 agonist,CHRM1 PAM,CHRM1 antagonist,TAAR1 antag,CHO parental Ca,TAAR1 ag,OXTR potentiator,V1R ag counter,OXTR ag
OC1(c2ccccc2)CCN(Cc2ccccc2)C2CCCCC21 (stereo not given),-7.7,-7.8,0.2,-12.6,-19.9,9.3,-10.0,0.5,1.0
Cc1ccc(S(=O)(=O)CC(c2ccccc2)N2CCOCC2)cc1 (stereo not given),-2.3,4.1,-10.3,-12.5,-21.6,0.5,-7.5,-0.4,-2.4
COc1ccc(/C=C(\NC(=O)c2ccco2)C(=O)NCc2ccco2)cc1,-2.4,11.1,-6.8,-10.7,-2.8,-0.5,-5.8,-0.5,0.1
CC(C)Nc1nc(NC(C)(C)C)nc(Oc2ccc(=O)n(C)n2)n1,3.1,9.8,-6.8,-0.6,-15.5,39.5*,6.5,1.2,0.4
CCCN(CC(=O)Nc1ccccc1OC)C(=O)c1cnc(Cl)c(Cl)c1,-3.0,3.5,-2.9,-2.2,-14.6,-1.8,-3.8,-1.1,0.0
CC1=CN2C(=NC(=O)CC2(C)C(=O)N(CC(=O)NC2CCCC2)c2cc(C)cc(C)c2)C=C1 (stereo not given),-4.7,7.2,-9.8,1.7,-10.6,3.5,-4.3,0.1,0.5
O=C(NCc1ccco1)c1cc([N+](=O)[O-])ccc1Cl,-4.5,11.5,-13.9,-25.1,-10.3,1.3,-8.6,-0.2,-0.1
COc1ccc(NC(=O)CCOc2ccccc2F)cc1S(=O)(=O)N1CCCCC1,1.4,-4.2,-1.2,24.3,-17.0,8.5,-7.7,3.2,5.0
CCCCNc1ncnc2sc3c(c12)CCN(CCC)C3,-10.8,-4.4,1.4,-15.6,-9.2,3.6,-12.7,0.9,-0.5
O=C(Nc1ccc(N2CCOCC2)cc1)C1CCN(S(=O)(=O)c2cccc(C(F)(F)F)c2)CC1,2.5,7.3,-12.4,-21.4,nt,10.1,nt,nt,nt
O=C(NCc1ccccc1)c1ccc2c(c1)OCCO2,-1.2,7.9,-1.0,-3.1,-15.8,8.2,-3.4,0.8,0.8
Cc1cc(C)n(-c2ccc(C(=O)OCC(=O)NC(c3ccccc3)c3ccccc3)cc2)n1,-5.0,-11.8,14.2,66.4*,4.1,13.1,-2.5,5.5,7.4
N#Cc1cn(CC(=O)O)c2ccccc12,-1.8,10.1,-31.3,12.0,-11.6,5.9,-16.2,1.1,0.5
CSCC[C@H](NC(=O)Nc1ccc(S(N)(=O)=O)cc1)C(=O)O,-2.2,4.7,-11.3,-3.8,8.4,-3.1,-0.9,1.9,0.9
CC(C)CN(C(=O)CSc1nc2ccccc2c(=O)n1C)C1CCS(=O)(=O)C1 (stereo not given),-4.8,2.6,-1.8,9.6,-17.1,0.7,-3.6,0.5,-0.1

# Reprinted from the part before: 4 compounds, followed by the next part.
SMILES,CHRM1 agonist,CHRM1 PAM,CHRM1 antagonist,TAAR1 antag,CHO parental Ca,TAAR1 ag,OXTR potentiator,V1R ag counter,OXTR ag
Cc1cc(C)n(-c2ccc(C(=O)OCC(=O)NC(c3ccccc3)c3ccccc3)cc2)n1,-5.0,-11.8,14.2,66.4*,4.1,13.1,-2.5,5.5,7.4
N#Cc1cn(CC(=O)O)c2ccccc12,-1.8,10.1,-31.3,12.0,-11.6,5.9,-16.2,1.1,0.5
CSCC[C@H](NC(=O)Nc1ccc(S(N)(=O)=O)cc1)C(=O)O,-2.2,4.7,-11.3,-3.8,8.4,-3.1,-0.9,1.9,0.9
CC(C)CN(C(=O)CSc1nc2ccccc2c(=O)n1C)C1CCS(=O)(=O)C1 (stereo not given),-4.8,2.6,-1.8,9.6,-17.1,0.7,-3.6,0.5,-0.1
Cc1ccc(NS(=O)(=O)c2cc(C(=O)N3CCN(C)CC3)ccc2C)cc1C,-14.1,7.4,-14.2,3.2,-20.7,5.9,3.1,1.1,1.4
CCCN1CCN(C(=O)CCCNC(=O)Cn2cnc3sc(C)c(C)c3c2=O)CC1,-6.7,1.7,-9.1,-0.4,-5.5,1.1,-3.6,0.4,-0.8
O=C(CCNS(=O)(=O)c1ccc(Cl)cc1)NCc1ccccn1,-5.7,9.1,-5.8,3.8,-4.9,0.8,1.3,-0.6,0.5
Cc1cnc(C)c(N2CCN(Cc3nc(-c4ccc(C)o4)oc3C)CC2)n1,-6.4,4.9,-0.4,-7.9,-20.2,4.2,0.8,-0.7,1.0
COc1cccc(NC(=O)C2CSC3(C)CCC(=O)N23)c1 (stereo not given),-2.4,8.1,-2.6,-22.3,-5.7,1.2,-4.2,-0.1,-1.1
CCC(C)NC(=O)c1ccc(N2CCC3(CC2)OCCO3)c([N+](=O)[O-])c1 (stereo not given),-8.6,1.8,-3.4,-2.4,2.7,0.3,-9.1,0.4,0.7
CN(C(=O)c1ccncc1)c1ccccc1,-2.8,1.1,1.4,3.3,6.7,1.3,-16.9,1.7,0.4
CCn1ncc(C(=O)Nc2ccc(S(=O)(=O)N3CCCC3)cc2)c1C,-0.1,0.8,3.3,-0.5,-16.5,19.7,-7.0,2.3,0.4
COc1ccc(N2CCN(C(=O)CN(C)S(=O)(=O)c3cccs3)CC2)cc1,-0.7,1.1,6.9,-2.5,-9.3,2.1,-9.1,2.9,3.0
CCC1(c2ccccc2)NC(=O)N(CC(=O)Nc2ccc(N3CCOCC3)cc2)C1=O (stereo not given),-0.3,-10.3,23.0,-10.3,1.1,0.3,-3.7,1.5,2.6
COc1ccccc1/C=C1\SC(=O)N(CCC(=O)N(C)C2CCS(=O)(=O)C2)C1=O (stereo not given),-1.0,-1.5,-6.6,-6.4,-29.2,5.1,-7.2,4.6,4.0
CN(C)/C=C1\C(=O)N(c2ccc([N+](=O)[O-])cc2)N=C1c1ccccc1,4.2,11.2,-49.7,-16.6,8.7,7.6,-8.4,5.0,-0.2
Cc1ccccc1C(=O)NCC(c1ccco1)N1CCc2ccccc2C1 (stereo not given),-5.1,4.1,1.3,-3.9,-14.5,9.9,-3.4,-0.1,-2.0
CC(=O)C1CCC2C3CCC4=CC(=O)C=CC4(C)C3C(=O)CC12C (stereo not given),-8.8,11.9,-6.5,8.6,nt,0.7,nt,nt,nt
COc1ccccc1C(=O)NC(=S)Nc1ccccc1N1CCCC1,-5.5,-4.8,1.8,-22.1,-22.6,-1.1,-11.4,-0.5,-0.9

# Entries shown so far that contain a furan ring, fused or not, in the order listed:
SMILES,CHRM1 agonist,CHRM1 PAM,CHRM1 antagonist,TAAR1 antag,CHO parental Ca,TAAR1 ag,OXTR potentiator,V1R ag counter,OXTR ag
COc1ccc(/C=C(\NC(=O)c2ccco2)C(=O)NCc2ccco2)cc1,-2.4,11.1,-6.8,-10.7,-2.8,-0.5,-5.8,-0.5,0.1
O=C(NCc1ccco1)c1cc([N+](=O)[O-])ccc1Cl,-4.5,11.5,-13.9,-25.1,-10.3,1.3,-8.6,-0.2,-0.1
Cc1cnc(C)c(N2CCN(Cc3nc(-c4ccc(C)o4)oc3C)CC2)n1,-6.4,4.9,-0.4,-7.9,-20.2,4.2,0.8,-0.7,1.0
Cc1ccccc1C(=O)NCC(c1ccco1)N1CCc2ccccc2C1 (stereo not given),-5.1,4.1,1.3,-3.9,-14.5,9.9,-3.4,-0.1,-2.0

# More results.
SMILES,CHRM1 agonist,CHRM1 PAM,CHRM1 antagonist,TAAR1 antag,CHO parental Ca,TAAR1 ag,OXTR potentiator,V1R ag counter,OXTR ag
CC(=O)Nc1cccc(/C(C)=N/NC(=S)NC(C)C)c1,-3.4,6.7,0.9,-29.6,-2.1,2.0,-4.6,0.0,-0.2
COc1ccc2c(c1)c(C)cc[n+]2Cc1ccccc1,-9.4,5.6,-5.5,13.3,nt,-0.8,nt,nt,nt
CC(C)C(=O)NC(=S)Nc1ccc(S(=O)(=O)NC(C)(C)C)cc1,7.9,-1.1,-35.4,-5.6,0.7,17.2,-16.8,8.7,9.0
O=C1c2ccccc2C(Nc2ccc3c(c2)OCCO3)N1Cc1ccco1 (stereo not given),-2.0,-29.1,25.2,60.2*,4.0,7.7,-18.9,6.5,5.9
O=C(CN(c1ccccn1)S(=O)(=O)c1ccccc1)N/N=C/c1cccc([N+](=O)[O-])c1,-6.2,5.8,-5.3,-3.3,6.8,-0.3,-8.8,-1.0,-2.1
C=C(C)CNC(=S)N/N=C(\C)c1ccc(Cl)s1,-8.0,-14.7,0.1,-13.1,-12.1,9.7,1.1,-1.5,-1.2
COc1ccc(-c2nn(Cc3ccccc3)cc2C(=O)N2CCN(c3ncccn3)CC2)cc1OC,2.0,19.4,-2.1,-20.3,-26.5,8.2,-1.7,2.2,0.6
CCCCn1c(N)c(N(CC(C)C)C(=O)c2cccc(S(=O)(=O)N3CCCCC3)c2)c(=O)[nH]c1=O,-2.5,8.5,-5.9,-4.5,5.0,0.9,-6.2,-0.4,0.6
NC(=O)CN1C(=O)C(=O)N(Cc2ccccc2)C1=O,-0.6,-5.6,4.4,-14.5,-7.3,0.5,-5.5,0.5,0.2
COCCSc1nnc(-c2cnccn2)o1,0.6,3.9,6.0,1.1,4.9,12.9,-7.7,0.5,-0.2
OC(c1cccc(Cl)c1)c1nc(/C=C/c2ccc(C(F)(F)F)cc2)cs1 (stereo not given),-0.9,1.7,-0.8,-2.8,nt,5.9,nt,nt,nt
CC1(C)Cc2c(cnn2-c2cccc(F)c2)C(NC(=O)CCc2cnccn2)C1 (stereo not given),-2.6,11.7,-5.2,-2.2,-12.9,6.4,0.9,0.9,-0.2
CCc1nc2ccc(C(=O)N(C)CCN(C)C)cn2c1N(CC)CCOC,-6.8,-3.5,3.9,-10.0,nt,0.3,nt,nt,nt
COc1ccc(C(CC(=O)N2CCN(c3ccccc3)CC2)c2c(O)cc(OC)cc2OC)cc1 (stereo not given),-3.0,5.7,-1.9,23.3,-21.4,2.4,-16.1,-0.8,-0.7
CC[C@@]12C(=O)N(c3cccc(C)c3)C(=O)N1[C@H](c1ccc(Br)cc1)[C@@H]1C(=O)N(C(C)(C)C)C(=O)[C@@H]12,0.7,16.4,-0.9,12.7,-35.9,8.6,-9.5,1.0,-1.3
COc1cccc(CN(C)CCCn2cnc(C(=O)Nc3ccc(C)c(C)c3)n2)c1,-5.9,-1.0,-0.1,-12.9,nt,4.7,nt,nt,nt
Cc1noc(C)c1COc1ccccc1C(=O)NCc1ccccc1Cl,-2.5,2.5,-1.6,21.0,-34.2,13.0,6.4,-1.0,-2.0
CCCC(=O)Nc1ccc(C(=O)COC(=O)C2CC2C)cc1 (stereo not given),-2.3,13.7,-11.1,-8.9,-3.5,18.7,0.9,0.7,0.3
Cn1c(=O)[nH]c(=O)c2c1nc(N1CCCC1)n2CCCSc1nc2ccccc2o1,-3.5,4.1,-8.8,-16.0,-14.0,5.8,-10.3,-0.8,-2.7
